# Abeta rescue: compounds reversing amyloid beta toxicity in yeast; yeast expressing A-beta42, growth rescue, OD600, 48 h; response scale: 0% DMSO, 100% iron-clioquinol control; Potency, µM (highest dose often 46.1 µM), for the others: at the top dose growth rescue, actives largely listed as activators; actives 0.063% (n = 410,000); note: potency is the fitted concentration of half-maximal effect; nearly all actives have a fitted effect of over 55% in size
#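 Growth rescue measured by 600 nm absorbance after 48 h yeast culture at 30 C with compound. Values normalized between DMSO and an equimolar ferric chloride plus clioquinol control.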
# PTHR1 ag: agonists of human PTHR1 parathyroid hormone receptor | Q03431 | HEK293 GP2 PTHR1 cells, GloSensor cAMP luminescence, 1 h | Potency, µM (top dose mostly 115 µM), inactives show at the highest dose activation, actives largely listed as activators | actives 0.075% (n = 410,000) | AID 743266; note: potency is the fitted concentration of half-maximal effect; nearly all actives have a fitted effect of over 55% in size; some results filed as inactive show a strong effect at the top dose; inactives centre near -15; many of its hits are not listed in these tables
# Target sequence (Q03431 whole entry, looked up): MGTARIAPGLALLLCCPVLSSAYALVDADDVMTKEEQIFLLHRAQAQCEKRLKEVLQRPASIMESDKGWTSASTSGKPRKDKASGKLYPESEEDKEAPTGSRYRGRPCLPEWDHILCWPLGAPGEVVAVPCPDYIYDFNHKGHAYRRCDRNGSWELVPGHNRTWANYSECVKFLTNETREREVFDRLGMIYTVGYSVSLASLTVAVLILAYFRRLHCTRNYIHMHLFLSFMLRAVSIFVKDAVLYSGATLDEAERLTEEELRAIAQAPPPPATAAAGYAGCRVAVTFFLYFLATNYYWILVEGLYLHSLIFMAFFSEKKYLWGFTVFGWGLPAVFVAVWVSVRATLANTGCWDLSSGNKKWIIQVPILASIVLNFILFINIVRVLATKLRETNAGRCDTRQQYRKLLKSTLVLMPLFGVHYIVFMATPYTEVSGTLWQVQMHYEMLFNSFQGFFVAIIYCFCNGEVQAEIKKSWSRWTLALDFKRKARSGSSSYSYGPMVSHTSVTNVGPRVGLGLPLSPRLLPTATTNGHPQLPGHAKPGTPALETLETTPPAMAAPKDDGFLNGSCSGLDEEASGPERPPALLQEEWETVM
#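 HEK-293-derived GP2 cells expressing PTHR1 and a GloSensor cAMP reporter, 3,000/well, plated overnight, given luciferin plus IBMX (each 0.5 mM as added) for 1 h at 37 °C, then compound for 1 h at 37 °C. Luminescence was read after 15 min at room temperature.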
# TDP43 rescue: inhibitors of TDP-43 toxicity in yeast; TDP-43 expressing yeast growth rescue, BacTiter-Glo, 24 h; Potency, µM (top dose mostly 46.1 µM), without a hit: top-dose growth rescue (activation), actives largely listed as activators; actives 1.8% (n = 410,000); AID 652104; note: potency is the fitted concentration of half-maximal effect; % of control where 0% means no effect; nearly all actives have a fitted effect of over 50% in size
#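 Readout is BacTiter-Glo luminescence of cell growth, so inhibitors register as activators. TDP-43-expressing yeast at OD600=0.02 in galactose medium, after raffinose pregrowth to mid-log, were incubated with compound for 24 hr at 30 deg C.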
# FUS suppressor: rescues growth of FUS-expressing yeast; S. cerevisiae FUS-expressing, growth rescue, OD600, 24 h; Potency, µM (series often up to 76.6 µM), without a hit: at the top dose growth rescue (activation), most hits filed as activators; actives 0.24% (n = 390,000); AID 1347120;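 note: potency is the fitted concentration of half-maximal effect; plate controls were DMSO vehicle for no effect and reference control for full effect; nearly all actives have a fitted effect of over 55% in size; some results filed as inactive show a strong effect at the top dose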
#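 Steps: raffinose overnight preculture; dilution to OD 0.005 in 2% galactose minimal medium; compound addition (concentration series); 24hr at 30C, 99% humidity; absorbance read at 600 nm.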
# aSyn rescue: rescues yeast growth from alpha-synuclein toxicity; Yeast expressing alpha-synuclein, growth rescue, BacTiter-Glo, 24 h; Potency, µM (titrated, usually from 46.1 µM), inactives show at the highest dose growth rescue (activation), usual class: activators; actives 0.14% (n = 370,000); note: potency is the fitted concentration of half-maximal effect; % of control where 0% means no effect; nearly all actives have a fitted effect of over 65% in size
#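 Galactose-induced alpha-syn yeast (OD600=0.02, raffinose-pregrown) + pinned cpd, 24 hr, 30 deg C; growth by BacTiter-Glo luminescence. Growth restoration scores as activation.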
# Mm-Cpn inhibitor: M. maripaludis TRiC chaperonin inhibition; actives 0.031% (n = 330,000); purified Mm-Cpn ATPase, ADP Transcreener TR-FRET; AID 504842; Potency, µM (top dose mostly 76.9 µM), without a hit: at the top dose activity, negative = inhibition, actives largely listed as inhibitors; note: potency is the fitted concentration of half-maximal effect; % is set by controls: 0 for no effect and ±100 for the full control effect; nearly all actives have a fitted effect of over 80% in size
#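 Compound-treated chaperonin, 25 nM final, turns over 10 uM ATP at 37°C for 30 min following a 10 min preincubation; ADP generated competes with ADP-d2 for Eu-cryptate antibody, lowering FRET.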
# Akt phos inh: inhibitors of Akt phosphorylation | actives 0.32% (n = 360,000) | AID 651550 | activity change, % for hits at 50 µM | Neuro2A IGF-stimulated pAkt S473 HTRF, 20 min; active compounds read low; in the data active = activity change below about -80%; inconclusive = mostly about -51% to -80%; note: % is set by controls: 0 for no effect and ±100 for the full control effect
#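 Single-point screen (50 µM final compound) in Neuro2A cells stimulated 20 min with 6 nM IGF at 37 deg C. After lysis, Ser473-phosphorylated Akt read by HTRF (ex 330 nm, em 615/665 nm) as the 665/615 ratio.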
# GLP-1R inv ag: acts as inverse agonist at human GLP-1 receptor; AID 624417; Potency, µM (doses to about 38.3 µM), inactives show at the top dose activity change, negative = inhibition, hits mostly inhibitors; HEK293 GLP-1R CRE-luciferase, luminescence, 24 h; GLP-1R form is constitutively active; actives 1.6% (n = 410,000); note: potency is the fitted concentration of half-maximal effect; % is set by controls: 0 for no effect and ±100 for the full control effect; nearly all actives have a fitted effect of over 55% in size
#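 Assay principle: reduced luminescence from a cAMP-responsive reporter in HEK293 cells co-expressing a constitutively active GLP-1R. Conditions: 24 hr compound incubation, 37 deg C, 5% CO2.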
# HEK293 tox: cytotoxicity in counter-screen for GLP-1R inverse agonists; HEK293 cAMP-luciferase reporter cells, luminescence, 24 h; Potency, µM (highest dose often 38.3 µM), for inactives: top-dose activity change, negative = inhibition, usual class: inhibitors; actives 0.13% (n = 410,000); AID 624418;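 note: loss of luciferase light is scored as toxicity; potency is the fitted concentration of half-maximal effect; % is set by controls: 0 for no effect and ±100 for the full control effect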
#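 A 23 nL compound transfer followed 12 hours of cell culture at 37 deg C; exposure then lasted 24 hr. Luciferase assay detection reagent was dispensed and plates read for luminescence after a 12 min room-temperature wait.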
# * marks the source's active call; other numbers are inactive results; i = inactive; u = inconclusive; x = no result given; [ ] = dose if it differs, or a comment. Unless noted, calls come from the whole dose curve; as a rule, active = well fitted curve in the direction sought with a large enough effect; inconclusive = small, poorly fitted or top-dose-only effect, or another doubt; inactive = no such curve, though single readings can be large; an effect the other way counts as inactive or inconclusive. An excerpt, so the mix of outcomes need not match the whole.
SMILES,Abeta rescue,PTHR1 ag,TDP43 rescue,FUS suppressor,aSyn rescue,Mm-Cpn inhibitor,Akt phos inh,GLP-1R inv ag,HEK293 tox
C/C=C(/C)C(=O)Nc1cccc(C2=NOC3(C2)C[C@@H](C(N)=O)N(C(=O)CC)C3)c1 (stereo partly specified),-9%,i,10%,0%,-14%,2%,i,12%,-2%
Cc1cc(/C=C2/C(=N)N3C(=NC2=O)SN=C3S(C)(=O)=O)c(C)n1-c1ccccc1F,13%,-38%[inhibitor],-18%,3%,-4%,1%,i,u,-8%
Fc1ccc(CSc2nncn2NCc2ccccc2)cc1,4%,-7%[57.5 µM],12%,11%,0%,0%,i,-9%,-17%
COC(=O)c1ccc(OC(=O)c2cccnc2)cc1,-1%,i,-18%,-6%,10%,-13%,i,33%[activator],-3%
CCOC(=O)C1(CCC(C)C)CC(CSc2nc3ccccc3[nH]2)OC1=O (stereo unspecified),6%,-95%[inhibitor],-11%,18%,21%,-1%,i,u,13%
O=C(c1ccccc1)c1ccc(N2CCOCC2)c(NC(=O)c2ccco2)c1,-47%[inhibitor],-88%[inhibitor],u,20%,-2%,0%,i,4%,-4%
NC(=O)CCN1CCN(CCOC2Cc3cc(Cl)ccc3Sc3ccccc32)CC1 (stereo unspecified),-2%,-22%,13%,17%,5%,2%,i,u,u
CCN(CCn1cccn1)C(=O)c1cc(COc2ccc(F)c(F)c2)on1,-1%,i,21%,4%,8%,1%,i,-25%,-7%
Cc1cc(C)cc(-n2nc(C)cc2N)c1,19%,-4%[57.5 µM],-11%,24%,-7%,-1%,i,2%,1%
c1ccc(-c2nnc3sc(CN4CCC5(CC4)OCCO5)cn23)cc1,-9%,-19%,-5%,27%,-3%,1%,i,0%,-28%
CCOC(=O)CC1C(=O)NCCN1C1CCCC1 (stereo unspecified),5%,i,-21%,-1%,-9%,1%,i,-18%[7.66 µM],0%[7.66 µM]
COC(=O)c1c(SCC(=O)Nc2ccc(C)cc2)nc(=O)[nH]c1C,-5%,i,0%,18%,1%,0%,i,14%,9%
CCOC(=O)C1=C(C)NC(=O)NC1c1ccc(N(C)C)cc1 (stereo unspecified),-16%,i,19%,-10%,-8%,2%,i,26%,-3%
COc1ccc(S(=O)(=O)Nc2ccc(O)c(Sc3ncn[nH]3)c2)cc1,-6%,i,-12%,7%,1%,1%,i,27%,4%
CC(C)CCn1c(C(C)O)nc2ccccc21 (stereo unspecified),10%,i,-11%,-7%,-3%,0%,x,u,-7%
O=C(NCc1cccnc1)c1ccc([N+](=O)[O-])o1,1%,i,-19%,-30%,3%,3%,i,54%[activator],2%
O=C(N/C(=C\c1ccc(-c2ccccc2)o1)C(=O)N1CCOCC1)c1ccccc1,0%,i,-5%,44%,10%,-4%,i,-18%,8%
CCOc1ccc(NC(=O)c2ccccc2CO)cc1,8%,-4%[57.5 µM],6%,7%,5%,2%,i,5%,-8%
COc1ccccc1N1C(=O)C2C3C=CC(CC3)C2C1=O (stereo unspecified),1%,-12%,-8%,9%,-3%,0%,i,5%,-6%
C=CC[n+]1c(-c2ccc(C)cc2)csc1Nc1ccc(NC(C)=O)cc1,4%,-24%,16%,1%,2%,-10%,i,-47%,-6%
CCC(C)NC(=O)C1CCN(S(=O)(=O)c2cc([N+](=O)[O-])ccc2Cl)CC1 (stereo unspecified),7%,-2%,18%,-12%,-1%,1%,i,-11%,3%
CCN(CC)C(=O)c1ccccc1NS(=O)(=O)c1ccc(C)cc1,-2%,-6%[57.5 µM],-22%,5%,3%,0%,i,-16%,-19%
Cc1nnc(SCCn2c(N(C)Cc3ccccc3)nc3c2c(=O)[nH]c(=O)n3C)s1,2%,-13%,1%,6%,1%,-2%,i,4%,-1%
O=S(=O)(NC(=S)NC1CCCCC1)c1ccccc1,22%,i,u,23%,16%,u,i,9%,2%
O=C(CCc1nnc2n(Cc3ccccc3)c(=O)c3ccccc3n12)NCCCN1CCCCC1,2%,-10%,1%,1%,4%,-2%,i,-3%,9%
O=C(Nc1ccc(C(=O)O)cc1)/C(=C/c1ccc2c(c1)OCO2)NC(=O)c1cccc(Br)c1,-1%,-51%,-5%[0.397 µM],8%,0%,-1%,i,7%,-2%
CCCOc1ccc(C2C(=O)N(C3CCCCCC3)CC(=O)N2CCCOCC)cc1OC (stereo unspecified),3%,-20%,-12%,23%,x,x,x,13%,0%
COC(=O)c1ccccc1NC(=O)C1CC(=O)N(c2ccc(OC)cc2)C1 (stereo unspecified),12%,-13%,20%,0%,9%,-2%,i,-9%,-16%
Cc1ccccc1CSc1ncc(Cl)c(C(=O)NCc2ccccc2)n1,-2%,-4%,7%,-17%,x,x,x,5%,11%
CCCC(C)NC(=S)NC(=O)c1cc(S(=O)(=O)N2CCOCC2)ccc1C (stereo unspecified),18%,-41%[inhibitor],19%,29%,-10%,1%,i,-31%,1%
CCOc1ccc(NC(=O)N2CC=C(c3c[nH]c4ccccc34)CC2)cc1,-7%,-20%,2%,-3%,x,x,x,u,-17%
N#CSCC(=O)c1cccc2ccccc12,-91%[inhibitor],i,u,x,-47%[inhibitor],-13%,i,u,u
COc1cc(NC(=O)C2CCCCC2)c(OC)cc1NC(=O)c1ccccc1,-3%,i,4%,-3%,-1%,2%,i,u,-19%
Cn1c(=O)[nH]c(=O)c2c1nc(N1CCOCC1)n2Cc1ccccc1,-11%,-34%[inhibitor],13%,-5%,x,x,x,19%,-3%
Cc1cc(C)n(-c2c(F)c(F)c(COC(=O)c3ccccc3)c(F)c2F)n1,-9%,-6%[57.5 µM],28%,10%,-22%,0%,i,u,3%
O=C(Oc1cccc(N2C(=O)CCC2=O)c1)c1ccccc1,-8%,-8%[57.5 µM],22%,-16%,2%,2%,i,1%,-9%
COc1ccc(/C=C2\SC(=O)N(CCNC(=O)CN3C(=O)NC4(CCCC4)C3=O)C2=O)cc1,2%,-18%,24%,12%,-7%,1%,i,-17%,-13%
Cc1ccc(NC(=O)CSc2nnc(Cn3cnc4ccccc43)o2)cc1,14%,i,6%,-4%,-7%,-1%,i,2%,6%
CCc1cccc(NC(=O)c2c(N3CCCC3=O)c3cc(C)ccc3n2C)c1,-14%,-23%,13%,22%,-2%,x,x,u,-16%
Cn1c2c(c(=O)n(C)c1=O)C(c1ccc(Br)cc1)Nc1ccccc1O2 (stereo unspecified),8%,-12%[57.5 µM],-9%,23%,18%,-7%,x,0%,u
CCc1cc2c(NCCO)ncnc2s1,8%,i,11%,-9%,4%,-1%,i,7%,-20%
CCOC(=O)c1c(C)[nH]c(C(=O)COC(=O)CNC(=O)c2ccc(Cl)cc2Cl)c1C,0%,5%,-21%,x,-10%,-1%,i,16%,10%
Fc1cccc(Cl)c1CSc1ccc(-c2cccnc2)nn1,u,8%,24%,14%,-7%,-3%,i,u,1%

# Source: PubChem BioAssay
